Menin-MLL TR inh – inhibitors of human menin-MLL interaction, mutant MLL peptide. O00255. Menin + Texas Red MLL mutant peptide, fluorescence polarization. 270,000 tested, 0.23% active. Potency, µM (highest dose often 61.6 µM), without a hit: at the highest dose FP activity change, negative = inhibition, hits mostly inhibitors. AID 1768; active = well fitted inhibition curve with a large enough effect in the polarisation, with a control signal flat, not every such curve was filed as active; inconclusive = small, poorly fitted or top-dose-only effect, or effect the other way, or a change in a side signal; inactive = no such curve, though single readings can be large or run the other way; the % refers to the polarisation; also: potency is read from the fitted curve at half-maximal effect; % of control where 0% means no effect; many of its hits are not listed in these tables
GALK inhibitor – inhibitors of human galactokinase. P51570. Purified GALK, Kinase-Glo residual ATP luminescence. Potency, µM (series often up to 57.5 µM), without a hit: top-dose activity change, negative = inhibition, hits mostly inhibitors. 270,000 tested, 0.007% active. AID 1868; also: potency is read from the fitted curve at half-maximal effect; % is scaled to controls: 0 for no effect and ±100 for the full control effect
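Human GALK (5 nM) with 35 uM ATP and 100 uM galactose in 20 mM HEPES pH 8.0, 5 mM MgCl2, 60 mM NaCl, 1 mM DTT, 0.01% BSA. After 1 h at room temperature, leftover ATP was read by Kinase-Glo Plus luminescence.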
BCR signal inh – inhibitors of chronic active B-cell receptor signaling; ABC-DLBCL IkBa-CBG/CBR reporter, luminescence ratio, 4 h; Potency, µM (doses to about 46.1 µM), inactives show at the top dose ratio change, negative = lower green/red ratio, most hits filed as inhibitors; 340,000 tested, 0.05% active; AID 493014; active = well fitted inhibition curve with a large enough effect in the signal ratio, with a control signal flat, not every such curve was filed as active; inconclusive = small, poorly fitted or top-dose-only effect, or effect the other way, or a change in a side signal; the % refers to the signal ratio;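 also: potency is read from the fitted curve at half-maximal effect; plate controls were basal doxycycline-induced cells for no effect and cells given 10 µM MG132 for full effect; MG132 reads +100%, hits lower the ratio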
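Concentration-response series (up to 46 uM) were applied to TMD8 dual-reporter cells for 4 h at 37C with doxycycline. Green/red ratio, after filter-overlap correction, defined %Activity; red signal alone was normalised to basal cells and zero luminescence.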
TSG101-PTAP inh – blocks PTAP/TSG101 interaction to inhibit HIV-1 budding | Q99816 | Fluorescence polarization, FITC-PTAP peptide / Tsg101 binding | Potency, µM (highest dose often 115 µM), for inactives: at the highest dose activity change, negative = inhibition, actives largely listed as inhibitors | 340,000 tested, under 10 active | AID 493005; active = well fitted inhibition curve with a large enough effect in the main read-out, with a control signal flat, not every such curve was filed as active; inconclusive = small, poorly fitted or top-dose-only effect, or effect the other way, or a change in a side signal; inactive = no such curve, though single readings can be large or run the other way; also: potency is read from the fitted curve at half-maximal effect; % of control where 0% means no effect
Target sequence (Q99816 whole entry, looked up): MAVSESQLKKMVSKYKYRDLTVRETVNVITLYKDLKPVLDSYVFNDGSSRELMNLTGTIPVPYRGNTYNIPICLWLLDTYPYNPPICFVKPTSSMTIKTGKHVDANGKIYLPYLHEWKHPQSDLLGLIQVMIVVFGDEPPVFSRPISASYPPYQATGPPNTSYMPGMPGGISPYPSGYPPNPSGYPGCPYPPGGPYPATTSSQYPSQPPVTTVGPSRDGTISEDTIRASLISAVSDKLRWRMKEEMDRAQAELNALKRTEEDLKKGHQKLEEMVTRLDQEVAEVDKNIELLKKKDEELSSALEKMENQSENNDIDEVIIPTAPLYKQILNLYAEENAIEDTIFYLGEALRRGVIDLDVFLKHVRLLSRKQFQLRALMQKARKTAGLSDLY
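Tsg101 binding domain (10 uM final) was mixed with compound and a FITC-labeled PTAP peptide (50 nM final) in HEPES pH 7.5 buffer with NaCl, Tween 20, EDTA and TCEP; fluorescence polarization was read after 20 min at r.t.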
Integrin act MD – integrin-mediated muscular dystrophy alleviation activation; alpha7betagal myoblasts, beta-gal FDG fluorescence, 48 h; Potency, µM (highest dose often 38.3 µM), inactives show top-dose activation, hits mostly activators; 350,000 tested, 0.064% active;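 also: potency is read from the fitted curve at half-maximal effect; 100% = response of the positive control SU9516; nearly all actives have a fitted effect of over 60% in size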
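alpha7betagal+/- myoblasts (passage 13, 250/well) treated 48 h at 37C with compounds at 1:260 dilution of DMSO stock. Lysed, then beta-galactosidase activity read as FDG fluorescence (ex 480/em 540) after 30 min, with pre-read for autofluorescence.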
Coupling enz – counter-screen for Giardia aldolase inhibitors: coupling enzyme system. coupling enzyme system counterscreen, AmpLite Red fluorescence. activity change, negative = inhibition, % at 58.2 µM, hits read low. 290,000 tested, 0.67% active. AID 2472; in the data active = activity change below about -30%; also: % is scaled to controls: 0 for no effect and ±100 for the full control effect
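Coupling enzymes only (glyceraldehyde-3-phosphate) + compound, at 57.5 uM final, 10 min RT; add substrate/coupling/AmpLite Red mix, 20 min RT; fluorescence ex 525/em 598 nm. Actives flag coupling-system interference.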
ASM inhibitor – blocks human secretory acid sphingomyelinase. P17405. Potency, µM (doses to about 57.5 µM), for inactives: at the highest dose activity change, negative = inhibition, usual class: inhibitors. 340,000 tested, 0.006% active. AID 504937. placental ASM, HMU-PC fluorogenic substrate, 60 min; also: potency is read from the fitted curve at half-maximal effect
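qHTS format. ASM enzyme prepared from human placenta hydrolyses the fluorogenic substrate HMU-PC0 (9 uM final) over 60 min at 37 °C after a 10 min compound preincubation.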
Tb PFK inh – inhibitors of T. brucei phosphofructokinase. 330,000 tested, 0.17% active. T. brucei PFK, ADP-Glo luminescence. Potency, µM (series often up to 57.5 µM), for inactives: at the top dose activity, negative = inhibition, usual class: inhibitors;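 also: potency is read from the fitted curve at half-maximal effect; 0% = uninhibited 1x PFK enzyme wells and -100% = no-enzyme wells; nearly all actives have a fitted effect of over 60% in size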
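In TEA buffer at pH 8.0 with 5 mM MgCl2, enzyme (1.25 nM) converted F6P (0.5 mM) and ATP (0.1 mM) for 45 min at room temperature. ADP product was read by luciferase luminescence.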
PKM2 act – PKM2 (human) enzyme activation | P14618 | 260,000 tested, 0.34% active | Potency, µM (highest dose often 57.5 µM), for the others: at the highest dose activation, most hits filed as activators | purified PKM2, Kinase-Glo ATP luminescence, activation; response scale: 0% is enzyme alone, no compound; also: potency is read from the fitted curve at half-maximal effect; % is scaled to controls: 0 for no effect and ±100 for the full control effect; nearly all actives have a fitted effect of over 55% in size
Target sequence (P14618 whole entry, looked up): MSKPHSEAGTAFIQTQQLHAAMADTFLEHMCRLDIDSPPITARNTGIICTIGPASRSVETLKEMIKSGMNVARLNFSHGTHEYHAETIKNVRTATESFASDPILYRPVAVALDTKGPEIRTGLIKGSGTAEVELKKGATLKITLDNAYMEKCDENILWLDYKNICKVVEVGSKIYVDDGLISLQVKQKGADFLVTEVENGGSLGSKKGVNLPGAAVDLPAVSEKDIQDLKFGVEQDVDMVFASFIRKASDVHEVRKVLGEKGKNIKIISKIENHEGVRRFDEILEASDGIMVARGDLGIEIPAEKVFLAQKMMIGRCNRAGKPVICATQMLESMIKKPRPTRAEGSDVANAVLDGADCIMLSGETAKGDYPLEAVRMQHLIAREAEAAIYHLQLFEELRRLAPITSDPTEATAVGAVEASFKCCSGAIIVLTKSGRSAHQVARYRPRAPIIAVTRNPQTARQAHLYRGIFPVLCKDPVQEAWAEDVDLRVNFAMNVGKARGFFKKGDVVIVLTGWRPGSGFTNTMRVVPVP
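hPK-M2, >95% pure; 0.1 mM ADP / 0.5 mM PEP final; imidazole pH7.2 buffer w/ 7 mM MgCl2, 50 mM KCl; 1 h RT; Kinase-Glo lum. Intermediate enzyme activity for dual inhibitor/activator qHTS.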
B2AR arrestin – agonists driving beta-arrestin recruitment to human beta2-adrenergic receptor | P07550 | beta-arrestin recruitment to beta2AR, cell-based reporter | Potency, µM (highest dose often 46.1 µM), for the others: top-dose activation, usual class: activators | 330,000 tested, 0.02% active | AID 492947;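 also: potency is read from the fitted curve at half-maximal effect; 0% = DMSO controls and full agonism = EC100 isoproterenol or metaproterenol; nearly all actives have a fitted effect of over 65% in size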
Giardia killer – kills Giardia lamblia | Giardia lamblia trophozoite viability | activity change, % at 7.66 µM, hits read low | 340,000 tested, 0.15% active | AID 540267; in the data active = activity change below about -80%; inconclusive = between about -30% and that limit;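 also: parasites exposed to compound for two days anaerobically before the ATP read; % is scaled to controls: 0 for no effect and ±100 for the full control effect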
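ATP-content bioluminescence gauges trophozoite survival. Cells (100/well) receive compound and incubate anaerobically for 48 hrs at 37 deg C; detection reagent follows for 15-30 min at room temperature.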
An asterisk follows results filed as active; ? = inconclusive; / = no result given; [ ] = another dose, or the depositor's remark. Unless noted, calls follow the shape of the dose curve; as a rule, active = well fitted curve in the direction sought with a large enough effect; inconclusive = small, poorly fitted or top-dose-only effect, or another doubt; inactive = no such curve, though single readings can be large; an effect the other way counts as inactive or inconclusive. This is a subset; the hit share may differ from the screen's.

SMILES,Menin-MLL TR inh,GALK inhibitor,BCR signal inh,TSG101-PTAP inh,Integrin act MD,Coupling enz,ASM inhibitor,Tb PFK inh,PKM2 act,B2AR arrestin,Giardia killer
C(=C\c1ccccc1)/CN1CCN(c2ncnc3c2oc2ccccc23)CC1,3%,10%,5%,-2%,9%[7.66 µM],0,-8%,1%,0%,1.1%,13
CC1(C)C(C=C(Cl)Cl)C1C(=O)NC(O)C(=O)c1ccccc1 (stereo not given),6%,3%,?,-1%,?,2,-2%,-13%,/,0.3%,-1
Cc1cc(/C=N/N2CCN(C)CC2)c(C)n1-c1ccccc1F,-4%,14%,-12%,-11%,-22%,1,0%,-1%,-2%,-0.6%,0
O=C(NCCOC(=O)c1c(F)cccc1Cl)c1c(F)cccc1Cl,2%,1%,-20%,-9%,-25%,5,-1%,0%,/,-0.3%,-7
Cc1cc(C)c2nc(N(CCN(C)C)C(=O)c3ccc(S(=O)(=O)N(C)CC4CCCO4)cc3)sc2c1 (stereo not given),?,-5%,1%,-7%,0%,-1,-2%,-1%,-4%,-1.0%,-3
CCCn1c(N)c(N(CCOC)C(=O)c2cccc(F)c2)c(=O)[nH]c1=O,0%,-2%,-12%,0%,?,-1,-1%,0%,/,0.4%,-7
COc1ccc2cc(C3CC(c4cccs4)=NN3C(C)=O)c(Cl)nc2c1 (stereo not given),/,0%,-1%,2%,0%,1,-1%,1%,8%,0.5%,14
CCCCn1c(SCC(=O)NNC(=O)c2ccccc2)n[nH]c1=O,/,/,1%,-7%,-8%,/,7%,15%,/,0.3%,-11
CCS(=O)(=O)c1ccc(-c2cccc(NC(=O)c3ccc(Br)o3)c2)nn1,/,/,-1%,-6%,0%,/,-1%,0%,/,-0.2%,1
O/N=C\c1ccc2noc(-c3ccc(Cl)cc3)c2c1,0%,1%,10%,1%,-54%[inhibitor],0,-2%,-1%,/,-0.1%,20
O=C(Cn1c(=O)n(Cc2ccccc2)c(=O)c2cc(Cl)ccc21)NCC1CCCO1 (stereo not given),-6%,-1%,-14%,1%,-1%,-1,0%,-14%,-3%,0.1%,-1
O=C(Nc1ccc(Cl)c(S(=O)(=O)N2CCOCC2)c1)C1CCCC1,/,/,-3%,0%,7%,/,-6%,1%,/,0.2%,34[activator]

SMILES,Menin-MLL TR inh,GALK inhibitor,BCR signal inh,TSG101-PTAP inh,Integrin act MD,Coupling enz,ASM inhibitor,Tb PFK inh,PKM2 act,B2AR arrestin,Giardia killer
NC(=O)CC(c1ccccc1)c1ccco1 (stereo not given),14%,-1%,-9%,-2%,0%,-1,3%,3%,-1%,0.0%,15
COc1cc(CNCCO)ccc1OCCc1ccccc1,8%,-4%,-2%,-2%,-36%,-2,-3%,-2%,12%[11.5 µM],-0.7%,-2
O=C(c1cnc2n(c1=O)CCS2)N(c1ccccc1)C1CCCCC1,-17%,0%,-1%,-5%,-26%,-2,-1%,-2%,-9%,0.3%,-25
CCC/C(O)=C1\C(=O)CCCC1=NC(C)C(=O)O (stereo not given),36%[activator],0%,-1%,-1%,5%,4,8%,5%,1%,0.4%,-4
COc1ccccc1C(C)NC(=O)CN(C)CC(=O)Nc1c(C)cccc1C (stereo not given),/,/,2%,-2%,-1%,/,6%,-1%,/,-0.1%,-8
N=C1/C(=C/c2cccn2-c2ccc([N+](=O)[O-])cc2)C(=O)N=C2SC=CN12,?,0%,12%,-2%,-15%,-1,-4%,-8%,-1%,-1.7%,6
COC(=O)c1cc(Cl)c(NC(=O)/C=C/c2ccc(Cl)cc2)cc1OC,5%,0%,?,-6%,2%[7.66 µM],1,9%,1%,3%,0.2%,9
COc1ccc2c(CC(=O)NCC3CCC(C(=O)O)CC3)cc(=O)oc2c1 (stereo not given),-14%,0%,?,-3%,-9%,3,15%,-2%,8%,0.2%,-12
CC(=O)Nc1sc2c(c1CN1CCN(C)CC1)CCCC2,1%,3%,0%,-1%,-5%,1,-2%,3%,0%,-0.5%,-9
COc1ccc(-c2noc(CCCC(=O)O)n2)cc1,8%,0%,?,-6%,11%,2,2%,1%,-7%,0.0%,-7
COc1ccc(NC(=O)C2CCCCN2CC(=O)OCc2ccccc2)cc1OC (stereo not given),-7%,0%,-2%,-1%,-1%,0,-4%,1%,0%,-0.4%,1
COc1ccc(-c2nc3c(n2O)CCc2c-3no[n+]2[O-])cc1,/,6%,3%,-5%,?,-7,-6%,-3%,-2%,-0.2%,1

SMILES,Menin-MLL TR inh,GALK inhibitor,BCR signal inh,TSG101-PTAP inh,Integrin act MD,Coupling enz,ASM inhibitor,Tb PFK inh,PKM2 act,B2AR arrestin,Giardia killer
COc1cc(C2C3=C(CC(C)(C)CC3=O)OC(N)=C2[N+](=O)[O-])ccc1O (stereo not given),-8%,2%,?,-1%,-25%,2,4%,4%,1%,0.8%,-5
Cc1nc(-c2cccs2)sc1C(=O)NN,/,/,?,-2%,0%,1,13%,2%,12%,-1.2%,7
COc1ccc(-c2cc(C(=O)N3CCCC(C(F)(F)F)C3)c3ccccc3n2)cc1 (stereo not given),/,/,1%,-1%,-14%,/,56%[activator],0%,/,-0.2%,10
Cc1ccc(-c2nnc(Nc3cccc(O)c3)c3ccccc23)cc1S(=O)(=O)NCCO,4%,-3%,?,-7%,?,-1,-2%,0%,-2%[11.5 µM],-0.2%,-3
O=c1[nH]c(NCCO)nc2c1C1(CCCCC1)Cc1ccccc1-2,16%,-3%,?,-2%,22%,-2,27%,0%,-13%,-0.3%,4
Cc1cc(C)c(S(=O)(=O)N2CCN(C(=O)C3CCCO3)CC2)c(C)c1 (stereo not given),/,/,-1%,-6%,-11%,/,3%,-1%,/,-0.4%,21
CCc1ccccc1N(CC(=O)NC(C)C)C(=O)CCC(=O)Nc1nccs1,-20%,7%,1%,-1%,-4%,-1,-2%,1%,-14%[11.5 µM],1.0%,10
COc1ccc(C(=O)Oc2cc(C)[nH]c(=O)c2[N+](=O)[O-])c(OC)c1,-7%,/,1%,-4%,24%,1,1%,0%,-5%,-1.1%,17
CCCOc1cccc(CN2CCCCC2c2cccnc2)c1 (stereo not given),-16%,1%,?,0%,-25%,0,2%,1%,-2%,-0.3%,-3
CC(=O)SC(C[N+](=O)[O-])c1cn(C(C)=O)c2ccccc12 (stereo not given),38%[activator],-1%,?,1%,-42%,0,-3%,?,?,-0.7%,-4
Clc1ncccc1-c1nnn(-c2ccccc2)n1,8%,0%,?,/,2%,3,1%,6%,-32%,0.1%,-18
O=C(/C=C/c1cccs1)Nc1ccc(N2CCOCC2)c(S(=O)(=O)Nc2ccccc2Cl)c1,?,1%,?,-1%,19%,-1,-7%,8%,1%,0.0%,-27

SMILES,Menin-MLL TR inh,GALK inhibitor,BCR signal inh,TSG101-PTAP inh,Integrin act MD,Coupling enz,ASM inhibitor,Tb PFK inh,PKM2 act,B2AR arrestin,Giardia killer
CCC(=O)Nc1ccc2c(c1)nc1n2CCN(CCOC)C1,-26%,-2%,2%,-3%,29%,-2,19%,-7%,/,0.6%,-2
Cc1cccc(N2CCN(C(=O)/C=C/c3cccs3)CC2C)c1 (stereo not given),-13%,3%,-2%,-5%,0%,0,-1%,1%,-6%,-0.4%,8
C=CCN(Cc1ccc(OC)c(OC)c1)C(=O)c1cc2cc(F)ccc2[nH]1,13%,0%,-16%,-4%,-8%,3,-3%,-1%,/,-0.4%,1
Cc1ccc(Cn2ccnc2SCC(=O)NC2CCCC2)cc1,/,-4%,3%,19%,-6%,/,0%,-6%,7%,0.3%,6
CN1C(C(=O)NCc2ccc(OC(F)(F)F)cc2)CC2Cn3c(nc4cc(Cl)c(Cl)cc43)C21 (stereo not given),/,-2%,-1%,-4%,-7%,2,-7%,8%,0%,-0.3%,2
O=C(O)c1ccccc1C(=O)Nn1cnnc1,-5%,1%,3%,-7%,?,-1,3%,0%,/,-0.2%,-2
Cc1cccc(N2CCN(C3=NC(=O)/C(=C\c4cn[nH]c4-c4ccccc4)S3)CC2)c1,2%,2%,?,0%,-28%,3,12%,1%,0%,-0.7%,9

Compound activity deposited in PubChem by National Center for Advancing Translational Sciences (NCATS).
